# High-throughput results (PubChem)
# HTT ATP protect = protects HTT-Q103 PC12 cells, measured by ATP; PC12 HTT-Q103 induced, cytoprotection, ATP luminescence, 40 h; Potency, µM (doses to about 56.4 µM), inactives show cytoprotection (ATP increase), usual class: activators; 230,000 compounds, 0.14% hits;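 also: % of control where 0% means no effect; nearly all actives have a fitted effect of over 45% in size; toxic huntingtin expression switched on by the ecdysone agonist tebufenozide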
#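 Stable PC12 Q103-GFP cells in serum-supplemented, phenol red-free DMEM; induction by tebufenozide at 100 nM final; compound dose series; cell viability quantified luminescently from ATP.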
# Tau fluor counter = counter-screen for tau fibril formation inhibitors; Potency, µM (series often up to 57.7 µM), for inactives: top-dose activity change, negative = decrease; tau K18 P301L Alexa594 fluorescence, heparin fibrillization; AID 1463; 280,000 compounds, 0.93% hits; also: % is scaled to controls: 0 for no effect and ±100 for the full control effect; nearly all actives have a fitted effect of over 55% in size
#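 Human tau K18 P301L (15 uM unlabeled, 0.24 uM Alexa 594-labeled) in 100 mM sodium acetate pH 7 with 20 uM heparin, 6 hr at 37 C. ThT 30 uM added, 1 hr ambient; Alexa 594 FP and total fluorescence read at 555/632 nm.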
# TexasRed fluor = counter-screen for TRb-SRC2 inhibitors: fluorescence interference; TRb/SRC2 Texas Red total fluorescence interference; Potency, µM (top dose mostly 106 µM), for inactives: top-dose fluorescence change, negative = quenching; 280,000 compounds, 0.29% hits; AID 1479; active = well fitted curve in either direction with a large enough effect; inconclusive = small, poorly fitted or top-dose-only effect; also: % is scaled to controls: 0 for no effect and ±100 for the full control effect
#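 Human TRb ligand-binding domain at 0.6 uM with 20 nM Texas Red SRC2 peptide in Tris buffer containing 1 uM T3 and 5% DMSO, incubated with compound 5 h at ambient temperature. Total fluorescence (555/632 nm) calculated as parallel + 2 × perpendicular.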
# Tau FP inhib = blocks human tau fibril formation measured by polarization | K18 P301L tau heparin fibrillization, Alexa594 FP, 6 h | Potency, µM (top dose mostly 57.7 µM), for inactives: at the top dose activity, negative = inhibition, most hits filed as inhibitors | 280,000 compounds, 0.39% hits | AID 1468; also: % is scaled to controls: 0 for no effect and ±100 for the full control effect; nearly all actives have a fitted effect of over 55% in size
# Target sequence (P10636 561-689 P618L limits assumed): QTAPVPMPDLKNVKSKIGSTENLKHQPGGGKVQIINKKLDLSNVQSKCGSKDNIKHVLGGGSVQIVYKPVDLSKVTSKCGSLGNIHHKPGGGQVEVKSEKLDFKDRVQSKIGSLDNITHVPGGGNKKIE
#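 Human tau K18 […] P301L fragment, 15 uM unlabeled plus 0.24 uM Alexa 594-labeled tau (final), with compound and 20 uM heparin in 100 mM sodium acetate pH 7; 6 hr at 37 C, then Alexa 594 FP read.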
# L3MBTL1 block = blocks human L3MBTL1; AlphaScreen L3MBTL1–H3K9me1 peptide binding; Potency, µM (titrated, usually from 57.1 µM), inactives show at the highest dose activity, negative = inhibition, hits mostly inhibitors; 230,000 compounds, 0.66% hits; AID 485360; also: % is scaled to controls: 0 for no effect and ±100 for the full control effect; nearly all actives have a fitted effect of over 60% in size
# Target sequence (Q9Y468 whole entry, looked up): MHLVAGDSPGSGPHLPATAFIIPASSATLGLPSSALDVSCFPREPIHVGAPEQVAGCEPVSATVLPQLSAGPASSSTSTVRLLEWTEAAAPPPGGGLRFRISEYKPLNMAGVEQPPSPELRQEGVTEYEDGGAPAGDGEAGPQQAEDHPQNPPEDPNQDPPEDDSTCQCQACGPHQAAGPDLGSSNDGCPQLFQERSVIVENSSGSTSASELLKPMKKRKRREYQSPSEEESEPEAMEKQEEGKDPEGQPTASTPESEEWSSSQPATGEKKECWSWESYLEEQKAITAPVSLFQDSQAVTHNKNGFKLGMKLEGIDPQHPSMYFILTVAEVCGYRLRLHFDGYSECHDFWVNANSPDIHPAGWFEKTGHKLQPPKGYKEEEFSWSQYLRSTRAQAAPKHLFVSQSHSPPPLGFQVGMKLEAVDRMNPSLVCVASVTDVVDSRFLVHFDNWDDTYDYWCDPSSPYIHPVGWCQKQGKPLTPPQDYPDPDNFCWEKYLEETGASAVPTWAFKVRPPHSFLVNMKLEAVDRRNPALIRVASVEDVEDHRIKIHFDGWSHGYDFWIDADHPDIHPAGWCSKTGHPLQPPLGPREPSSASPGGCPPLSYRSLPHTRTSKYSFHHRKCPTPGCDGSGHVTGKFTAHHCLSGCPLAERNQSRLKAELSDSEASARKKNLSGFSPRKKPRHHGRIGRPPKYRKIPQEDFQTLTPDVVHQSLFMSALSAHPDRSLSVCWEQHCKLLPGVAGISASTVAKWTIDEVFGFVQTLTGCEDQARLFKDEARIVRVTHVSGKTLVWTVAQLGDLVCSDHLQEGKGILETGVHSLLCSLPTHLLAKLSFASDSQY
#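 L3MBTL1 50 nM + b-AHA-H3(1-15)K9me1 75 nM, 30 min RT; compound added, 30 min RT; streptavidin donor/Ni-chelate acceptor beads 10 ug/mL each final, 30 min RT dark; AlphaScreen read.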
# Tau ThT inhib = blocks human tau fibril formation measured by thioflavin T | P10636 | recombinant tau K18 P301L, heparin-induced fibrillization, ThT fluorescence | Potency, µM (top dose mostly 57.4 µM), for the others: top-dose activity, negative = inhibition, actives largely listed as inhibitors | 270,000 compounds, 2.1% hits | AID 1460; also: % is scaled to controls: 0 for no effect and ±100 for the full control effect; nearly all actives have a fitted effect of over 55% in size
#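 ThT emission at 510 nm, taken 1 hr after adding 30 uM dye, quantifies aggregates formed when 20 uM heparin acts on human tau K18 P301L for 6 hr at 37 C.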
# TRb-SRC2 inh = inhibitors of human thyroid hormone receptor beta-SRC2 interaction; P10828; TRbeta-SRC2 peptide binding, fluorescence polarization; receptor liganded with 1 µM T3; Potency, µM (titrated, usually from 106 µM), for the others: at the highest dose activity change, negative = inhibition, most hits filed as inhibitors; 280,000 compounds, 0.065% hits;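 also: plate controls were bound peptide for no effect and peptide without receptor for full effect; nearly all actives have a fitted effect of over 50% in size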
#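 Human TRb LBD (0.6 uM) plus Texas Red-labeled SRC2 peptide (20 nM), 1uM T3, 5% DMSO, 5 hr at ambient temperature. Decreased polarization (555/632 nm) flags inhibition; data normalized to free and bound peptide controls.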
# RECQ1 helicase = inhibitors of human RECQ1 DNA helicase. Potency, µM (series often up to 57.3 µM), without a hit: at the top dose activity, negative = inhibition, usual class: inhibitors. RECQ1 DNA unwinding, red fluorescence kinetic read. 240,000 compounds, 0.54% hits;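 also: plate controls were vehicle for no effect and no enzyme for full effect; nearly all actives have a fitted effect of over 30% in size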
#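 RECQ1T1 50 nM; forked duplex (20 bp + 30-nt ss tails) 200 nM, ATP 2 mM final; pH 8.0, 2 mM MgCl2, 2.5 ug/ml poly(dI-dC); 15 min compound preincubation; discontinuous kinetic read over 2 h at RT.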
# * marks the source's active call; other numbers are inactive results; i = inactive; ? = inconclusive; . = no result given; [ ] = remark or other dose. Unless noted, calls follow the shape of the dose curve; as a rule, active = well fitted curve in the direction sought with a large enough effect; inconclusive = small, poorly fitted or top-dose-only effect, or another doubt; inactive = no such curve, though single readings can be large; an effect the other way counts as inactive or inconclusive. Potency is read from the fitted curve at half-maximal effect. This is a subset; count on the stated rates, not on these rows.
smiles	L3MBTL1 block	Tau FP inhib	Tau fluor counter	HTT ATP protect	TRb-SRC2 inh	TexasRed fluor	Tau ThT inhib	RECQ1 helicase
CC1(c2nnc(-c3ccccc3)o2)CC(c2ccncc2)=NO1 (configuration not stated)	.	8.8%	17.5%	-15.1%[10 µM]	0.2%	-0.2%	6.1%	i
COCCn1nnnc1C(c1ccc(O)c(OC)c1)N1CCc2ccccc2C1 (configuration not stated)	.	-9.8%	-16.0%	-14.5%[10 µM]	-4.8%	2.8%	?	-7.2%
COc1ccc(-c2nn(CC(=O)NC3CCCC3)c3c2cnc2ccc(F)cc23)cc1	.	?	-9.9%	.	2.2%	-2.5%	-17.4%	.
c1cnc(N2CCN(c3ncc4c(n3)CCNC4)CC2)nc1	.	0.3%	-4.7%	.	-2.8%	-1.2%	-9.9%	.
CN1CCN(c2nc3ccccc3nc2C(C#N)S(=O)(=O)c2ccccc2)CC1 (configuration not stated)	.	6.1%	-15.1%	12.0%[10 µM]	-1.9%	-2.1%	.	3.3%
O=C(CNC(=O)c1ccc([N+](=O)[O-])cc1)c1ccccc1	0.9%	1.0%	-3.2%	-26.3%	3.6%	0.2%	-14.8%	-0.9%
COc1ccc2c(c1)C(=O)[C@@H](OC(=O)NCc1ccco1)[C@H](c1ccc(OC)c(Br)c1)O2	.	2.2%	-9.5%	-23.5%	-3.4%	-0.1%	-12.3%	-5.9%
CC(C)OCCCNC(=O)CN1C(=O)CSc2ccc(S(=O)(=O)N3CCOCC3)cc21	.	-0.6%	-8.7%	.	-5.3%	-2.3%	-5.7%	.
CCCCC/C=C\C/C=C\C/C=C\CCCCC(N)=O	.	5.5%	-2.7%	24.2%	3.3%	-0.3%	-2.2%	-11.1%
CCCCNC(=O)c1sc(=S)n2c1[nH]c(=O)c1ccccc12	-10.4%	?	?	-48.9%[inhibitor]	9.2%	-4.9%	15.8µM*	i
CC(C)[C@H](NS(=O)(=O)c1ccccc1)C(=O)OCC(=O)N1N=C(c2ccc(Cl)cc2)CC1c1ccco1 (some centres not stated)	-4.1%	-5.4%	-13.0%	-3.5%[10 µM]	3.4%	1.6%	-12.8%	-8.2%
COC(=O)CSc1ncc2c(n1)-c1ccccc1N(Cc1cccc(F)c1)S2(=O)=O	.	-15.5%	-12.3%	.	-3.0%	0.0%	-0.6%	.
COCC(C)n1c(SCC(=O)N2CCc3ccccc3C2)nc2ccccc2c1=O (configuration not stated)	3.3%	3.1%	-0.5%	-6.2%[10 µM]	2.1%[53 µM]	-0.3%[53 µM]	-9.4%	i
O=C(Cn1cnc2ccccc2c1=O)NNC(=O)c1ccccc1	.	6.7%	-0.2%	8.5%[10 µM]	9.2%	-6.6%	.	-6.2%
C#C[C@]1(O)CC[C@@H]2[C@H]3CCC4=CCCC[C@@H]4[C@@H]3CC[C@@]21C	.	.	.	?	6.1%[53 µM]	-0.8%[53 µM]	.	-19.3%[25.9 µM]

# Molecules from the list above with fluorine:
smiles	L3MBTL1 block	Tau FP inhib	Tau fluor counter	HTT ATP protect	TRb-SRC2 inh	TexasRed fluor	Tau ThT inhib	RECQ1 helicase
COc1ccc(-c2nn(CC(=O)NC3CCCC3)c3c2cnc2ccc(F)cc23)cc1	.	?	-9.9%	.	2.2%	-2.5%	-17.4%	.
COC(=O)CSc1ncc2c(n1)-c1ccccc1N(Cc1cccc(F)c1)S2(=O)=O	.	-15.5%	-12.3%	.	-3.0%	0.0%	-0.6%	.

# Following part
smiles	L3MBTL1 block	Tau FP inhib	Tau fluor counter	HTT ATP protect	TRb-SRC2 inh	TexasRed fluor	Tau ThT inhib	RECQ1 helicase
Cc1ccc(CNC(=O)c2ccc(CNc3c(N4CCCC4)c(=O)c3=O)cc2)cc1	.	-3.8%	2.2%	2.0%	7.3%	0.1%	11.7%	-1.9%
COc1cc(C(=O)COC(=O)Cc2cnc3sccn23)cc(OC)c1OC	-1.5%	?	3.8%	-3.9%[10 µM]	-11.7%	1.1%	0.0%	i
C=CCC1NCCc2c(Br)cccc21 (configuration not stated)	-0.3%	5.4%	-1.9%	24.3%[10 µM]	0.8%	0.1%	-5.9%	-4.7%
Cc1nn(-c2nc(-c3ccco3)cc(C(F)(F)F)n2)c(C)c1Br	.	4.6%	-3.5%	4.2%	-19.7%	-4.4%	-15.1%	-0.9%
CCN(C(=O)COc1cc(=O)n(CC)c2ccccc12)c1cccc(Cl)c1	-14.9%[11.4 µM]	14.7%	15.8%	5.4%	6.2%	1.4%	-6.7%	-13.5%
COCCSc1ccccc1C(=O)N1CCN(c2ccccc2)CC1	-4.9%	5.2%	-4.9%	-98.1%[inhibitor]	5.5%	1.3%	-1.5%	-12.8%
CCC(C)c1ccccc1NC(=O)COC(=O)c1ccc(C)c(NC(=O)c2ccco2)c1 (configuration not stated)	.	-7.1%	0.7%	4.6%	8.0%	-1.7%	13.2%	-0.8%
C/C(=N\O)c1ccc2c(c1)CC(C)O2 (configuration not stated)	7.9%	-6.6%	-2.9%	1.9%[10 µM]	-1.8%	-1.4%	-5.4%	i
O=[N+]([O-])c1cccc(N=NN(CCO)c2cccc([N+](=O)[O-])c2)c1	.	-8.3%	-29.9%	-6.1%	0.8%	-3.8%	-9.4%	-16.5%
O=C(NCc1ccccc1Cl)C1CCCN(c2nc3ccsc3c(=O)s2)C1 (configuration not stated)	8.7%	-9.5%	-5.4%	18.5%[10 µM]	6.0%	-3.1%	9.5%	-4.3%
O=C(CC1SC(=O)N(Cc2ccccc2)C1=O)Nc1nccs1 (configuration not stated)	2.6%	-2.1%	-5.3%	7.9%[10 µM]	-1.5%	-4.0%	0.5%	-7.7%
Cc1cc(C)c2c(CC(=O)N(CCC#N)Cc3cccnc3)coc2c1	5.4%	-9.4%	-0.2%	-11.5%[0.074 µM]	-18.7%	0.7%	-15.3%	i
C/C=C/C=C/C(=O)Nc1cccc(C2=NOC3(C2)C[C@H](C(N)=O)N(C(=O)CC(c2ccccc2)c2ccccc2)C3)c1 (some centres not stated)	.	-8.1%	-10.9%	-16.0%[10 µM]	-3.6%	1.5%	-11.2%	i
COc1ccc(N2CC(C(=O)OC(C)C(=O)c3ccccc3)CC2=O)cc1 (configuration not stated)	-1.4%	0.0%[2.34 µM]	0.9%	11.3%[10 µM]	-5.5%	1.5%	-1.6%	i
COc1ccccc1NC(=O)C1CCCN(c2ncnc3onc(-c4ccc(F)cc4)c23)C1 (configuration not stated)	.	-2.5%	-11.7%	.	5.0%	-1.5%	-2.5%	.

# 2 entries picked at random from those above:
smiles	L3MBTL1 block	Tau FP inhib	Tau fluor counter	HTT ATP protect	TRb-SRC2 inh	TexasRed fluor	Tau ThT inhib	RECQ1 helicase
C/C(=N\O)c1ccc2c(c1)CC(C)O2 (configuration not stated)	7.9%	-6.6%	-2.9%	1.9%[10 µM]	-1.8%	-1.4%	-5.4%	i
O=C(NCc1ccccc1Cl)C1CCCN(c2nc3ccsc3c(=O)s2)C1 (configuration not stated)	8.7%	-9.5%	-5.4%	18.5%[10 µM]	6.0%	-3.1%	9.5%	-4.3%

# (next part)
smiles	L3MBTL1 block	Tau FP inhib	Tau fluor counter	HTT ATP protect	TRb-SRC2 inh	TexasRed fluor	Tau ThT inhib	RECQ1 helicase
C#CCCCO/N=C1/C[C@@H](O)[C@@H](O)[C@@H]2[C@@H]3C(=O)N([C@@H](C)c4ccccc4)C(=O)[C@H]3CC[C@@H]12	.	-5.0%[11.6 µM]	-10.3%[11.6 µM]	?	-1.9%[11.2 µM]	1.1%[11.2 µM]	-6.6%[11.5 µM]	-1.1%[11.5 µM]
O=C(c1ccccc1)N1N=C(c2ccccc2)CC1c1ccccc1[N+](=O)[O-] (configuration not stated)	0.2%	-7.7%	-12.7%	18.5%[10 µM]	-4.8%	-3.0%	-9.6%	-2.8%
CCOC(=O)c1ccc(NC(=O)C2=C(C)C(=O)OC23CCN(C(C)C)CC3)cc1	.	2.7%	2.3%	.	1.3%	-0.8%	0.5%	.
COCC(C)NS(=O)(=O)c1ccc(NC(=O)c2ccccn2)cc1 (configuration not stated)	.	3.6%	-2.2%	11.5%[10 µM]	-3.0%	-5.2%	-7.0%	i
O=C(c1ccccc1)c1ccc2nc[nH]c2c1	-10.8%	7.1%	-11.6%	0.4%[10 µM]	1.3%	-0.4%	-17.0%	-1.7%
O=C(COC(=O)c1ccc(F)c(S(=O)(=O)N2CCCCC2)c1)NCc1ccc(F)cc1	13.5%	3.8%	-19.3%	-19.6%	1.1%	-1.0%	-5.2%	-19.5%
Cc1onc(-c2ccccc2)c1C(=O)NC(=S)NNC(=O)c1ccncc1	7.0%	-12.3%	-4.6%	.	-1.6%	-3.2%	-12.2%	16.0%
Cn1c(=O)c2c(ncn2CC(=O)N/N=C/C=C/c2ccccc2)n(C)c1=O	0.2%	-12.0%	-9.6%	3.0%[10 µM]	3.3%	0.9%	-0.3%	-0.7%
C=C(C)C(=O)Nc1cccc(C2=NOC3(C2)C[C@@H](C(N)=O)N(C(=O)/C=C/CC)C3)c1 (some centres not stated)	.	-6.5%	-2.8%	-3.6%[10 µM]	-9.1%	-0.4%	-3.9%	-10.3%
COC(=O)c1sccc1NC(=S)Nc1cccc(F)c1	5.2%	1.6%	-10.7%	23.5%[10 µM]	-2.3%	-4.0%	-8.9%	-14.2%
O=C1CCC(=O)N1c1ccc(NCCc2cccc(F)c2)c([N+](=O)[O-])c1	.	-12.8%	-25.6%	-51.3%[inhibitor]	-5.7%	-1.1%	?	6.2%
CC1=NC(C)Cc2ccccc21 (configuration not stated)	6.4%	-5.7%	1.3%	-0.8%	-2.2%	-5.7%	4.4%	-5.9%
COc1ccc(-c2nnc(SCC#CCO)o2)cc1OC	8.6%	3.3%	-13.4%	-2.3%[10 µM]	-6.5%	-1.9%	?	-4.0%
COC(=O)CC1=NN(c2nc(C)cc(C)n2)C(=O)C1	.	-1.3%	-7.7%	-248.8%[inhibitor]	2.8%	-6.5%	-10.7%	-6.7%
